High-throughput results: PubChem BioAssay, Sanford-Burnham Center for Chemical Genomics
UBC13 polyUb: blocks human UBC13 polyubiquitin chain formation; P61088; TR-FRET; inhibition, % at 20 µM; 330,000 tested, 0.47% active; AID 485273; in the data active = inhibition above about 45%, passing the limit was not always enough
Gli-Sufu antag: blocks Gli-Sufu signaling in a luciferase reporter; 340,000 tested, 0.74% active; inhibition, % at 5 µM; Sufu-KO-LIGHT fibroblasts, Gli luciferase reporter luminescence;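 active = inhibition above about 55%, limit read from the data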;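 note: 0% = DMSO-treated cells and 100% = wells with medium but no cells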
EBI2 antag: antagonists of human EBI2 receptor; 360,000 tested, 0.81% active; P32249; inhibition, % at 5 µM; EBI2 beta-arrestin recruitment, luminescence, 7a,25-OHC stimulated; in the data active = inhibition above about 38%;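 note: enzyme fragment complementation signal reports receptor beta-arrestin coupling in cells; 0% = agonist plus DMSO wells and 100% = wells without agonist; some results beyond the cut were filed as inactive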
Target sequence (P32249 whole entry, looked up, the tested form may be a part): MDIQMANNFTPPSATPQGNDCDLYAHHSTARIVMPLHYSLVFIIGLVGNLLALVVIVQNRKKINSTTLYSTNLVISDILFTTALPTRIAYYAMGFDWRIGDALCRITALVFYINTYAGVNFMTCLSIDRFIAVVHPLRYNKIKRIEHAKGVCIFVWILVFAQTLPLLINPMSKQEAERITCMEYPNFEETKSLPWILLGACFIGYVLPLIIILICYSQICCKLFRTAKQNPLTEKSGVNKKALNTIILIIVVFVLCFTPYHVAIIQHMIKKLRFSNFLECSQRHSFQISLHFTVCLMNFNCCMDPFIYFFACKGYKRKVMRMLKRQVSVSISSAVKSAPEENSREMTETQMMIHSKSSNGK
APJ ag: APJ receptor agonism; 330,000 tested, 0.11% active; activation, % at 20 µM; P35414; CHO-K1 APJ PathHunter beta-arrestin, luminescence; 0% DMSO wells, 100% apelin;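 active = activation more than six SD over the plate average, tested at 20 µM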;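 note: 0% = DMSO alone and 100% = apelin-13 at 10 nM; some results filed as inactive read as strong as hits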
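Assay system – PathHunter CHO-K1 APJ (AGTRL-1) beta-arrestin reporter cells · Compound – one dose, 20 µM compound, 1% DMSO · Timing – compound 90 min 25 °C, reagent 1 h · Measured by – luminescence from split beta-galactosidase complementation, Galacton Star/Emerald II substrate · Measure – beta-arrestin recruitment to APJ as agonist activity, luminescent signal · Benchmarks – DMSO vs Apelin-13 10 nM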
CXCR6 inh: inhibitors of human CXCR6 receptor | O00574 | CHO-K1 PathHunter CXCR6 beta-arrestin, luminescence | inhibition, % at 20 µM | 360,000 tested, 0.36% active; in the data active = inhibition above about 34%, passing the limit was not always enough;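 note: antagonist mode with CXCL16 agonist at 10 nM final; 0% = 10 nM CXCL16 with DMSO and 100% = unstimulated wells without agonist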
Target sequence (O00574 whole entry, looked up): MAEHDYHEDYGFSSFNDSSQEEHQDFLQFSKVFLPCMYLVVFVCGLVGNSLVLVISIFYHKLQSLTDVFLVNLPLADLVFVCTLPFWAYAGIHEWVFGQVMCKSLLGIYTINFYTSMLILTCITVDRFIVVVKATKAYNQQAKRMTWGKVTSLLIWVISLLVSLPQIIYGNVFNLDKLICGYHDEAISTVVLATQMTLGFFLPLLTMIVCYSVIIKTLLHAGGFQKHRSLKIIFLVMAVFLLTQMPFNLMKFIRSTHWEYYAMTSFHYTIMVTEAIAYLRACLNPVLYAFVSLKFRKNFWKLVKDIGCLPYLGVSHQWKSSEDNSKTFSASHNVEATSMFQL
APJ antag: APJ receptor antagonism | 330,000 tested, 0.32% active | inhibition, % at 20 µM | CHO-K1 APJ beta-arrestin complementation, luminescence | P35414;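 active = inhibition above about 40% at 20 µM, limit read from the data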;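 note: cells challenged with 10 nM apelin-13 agonist together with compound; plate controls were apelin-13 plus DMSO wells for no effect and DMSO wells lacking apelin-13 for full effect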
ATG4B inh: inhibitors of human ATG4B cysteine protease; ATG4B cleavage of LC3-PLA2, NBD-HPC fluorescence, 1 h; inhibition, % at 8.33 µM; 340,000 tested, 0.51% active; AID 504462; in the data active = inhibition above about 40%
Target sequence (Q9Y4P1 whole entry, looked up): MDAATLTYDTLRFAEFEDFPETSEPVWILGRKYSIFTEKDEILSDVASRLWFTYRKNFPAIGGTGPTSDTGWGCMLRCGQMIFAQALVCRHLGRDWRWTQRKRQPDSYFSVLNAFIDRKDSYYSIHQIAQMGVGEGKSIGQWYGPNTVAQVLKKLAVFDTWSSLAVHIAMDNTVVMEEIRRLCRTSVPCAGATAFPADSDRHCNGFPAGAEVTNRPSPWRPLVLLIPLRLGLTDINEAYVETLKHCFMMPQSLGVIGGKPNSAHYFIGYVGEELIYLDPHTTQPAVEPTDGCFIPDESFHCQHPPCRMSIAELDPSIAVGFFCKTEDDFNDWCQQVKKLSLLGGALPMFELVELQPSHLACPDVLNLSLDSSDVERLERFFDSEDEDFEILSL
CCR6 antag: antagonists of human CCR6 receptor; P51684; CHO-K1 CCR6 PathHunter beta-arrestin, luminescence, CCL20-stimulated; inhibition, % at 20 µM; 340,000 tested, 0.49% active; AID 493098;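 active = compounds whose inhibition of the agonist-driven luminescence signal at 20 µM reaches about 50%, limit read from the data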;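 note: cells stimulated with CCL20 at 14 nM final; plate controls were DMSO with CCL20 for no effect and DMSO without agonist for full effect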
An asterisk follows results filed as active; . = no result given.

SMILES	UBC13 polyUb	Gli-Sufu antag	EBI2 antag	APJ ag	CXCR6 inh	APJ antag	ATG4B inh	CCR6 antag
COC(=O)c1ccc(C(=O)OC)c(NC(=O)COC(=O)C2CC2C)c1 (configuration not stated)	6	-11	1	5	6	8	-14	16
COc1ccc(C)cc1NC(=O)CN(C)S(=O)(=O)c1cccs1	-2	6	-9	-3	-7	9	-3	2
CCc1cc(C(=O)N2CCN(S(=O)(=O)c3cc(C)ccc3C)CC2)sc1C	11	11	35	-5	3	-15	-20	22
COc1cccc(Cc2n[nH]c(=S)n2Cc2ccco2)c1	3	11	2	3	-4	5	7	1
O=C(COC(=O)c1ccc(CO)cc1)c1ccc(S(=O)(=O)N2CCCCC2)cc1	0	19	-3	-7	17	14	-13	36
CCCCOc1ccc(N2C(N)=NC(N)=NC23CCCCC3)cc1	12	59*	-6	0	-30	-7	2	7
Cc1ccccc1OCC(=O)NCC(=O)N/N=C/c1ccc(Br)o1	6	-3	9	-1	9	5	-6	21
Cc1ccc(S(=O)(=O)Nc2ccc(S(=O)(=O)N3CCOCC3)cc2)cc1[N+](=O)[O-]	-1	-33	-2	-6	2	19	-2	16
COc1ccc(C(=O)OCC(=O)N2CCCCC2)cc1[N+](=O)[O-]	-2	-1	6	0	-1	-7	0	-8
CN1CCc2c(sc3nc(SCC(N)=O)n(-c4ccccc4)c(=O)c23)C1	-11	11	6	-1	5	15	-10	-2
CN1CCN(c2ccc(Cl)cc2NC(=O)/C=C/c2ccc(F)cc2)CC1	18	31	21	-1	7	-4	-19	9
Cc1ccc(S(=O)(=O)N2CCCC2C(=O)NCc2ccncc2)cc1 (configuration not stated)	2	-1	2	3	-2	-12	3	5
COc1cccc(NC(=O)CN2CCN(c3ccc(F)cc3)CC2)c1	0	2	-1	0	-3	4	-11	8
COc1cc2c(cc1OC)-c1nncn1C(C)(C)C2	11	4	-7	1	1	-25	-14	-16
CCOC(=O)c1[nH]c2ccccc2c1NC(C)=O	-11	4	-15	0	-5	-77	-3	-11
Cc1c(C)n(Cc2ccccc2)c2ncnc(NCCCN(C)C)c12	1	9	-8	-2	-10	-5	-6	15
COc1ccc(C)cc1NC(=O)CN(C)S(=O)(=O)c1ccc2c(c1)n(C)c(=O)c(=O)n2C	0	9	-5	-1	-10	16	3	10
CC(C)=CCc1c(O)ccc2c1OC(c1ccc(O)c(O)c1)CC2=O (configuration not stated)	3	17	10	-2	0	-67	-15	13
CCN1C(=O)/C(=C2/C=Cc3cc(C)ccc3N2CC)N(C)C1=S	-264	18	-17	-1	19	32	12	32
COc1ccc(S(=O)(=O)N2CCCN(Cc3cccc(F)c3)CC2)cc1	-9	16	1	4	2	6	-3	9
COc1ccc(NS(=O)(=O)c2ccc3[nH]c(=O)[nH]c3c2)cc1OC	-4	-6	-4	-5	-5	-1	-2	3
N/C(Cc1ccc([N+](=O)[O-])cc1)=N\OC(=O)c1cccc(Br)c1	4	3	-2	4	-24	-40	-12	2
N#Cc1c(-c2ccc(Cl)cc2)ccnc1N1CCOCC1	7	-14	11	-3	1	18	3	13
COc1cc2c(cc1OC)C(CCc1ccccc1)=NCC2	12	7	7	1	-5	-4	-9	4
CCN(CC)S(=O)(=O)c1ccc(C)c(NS(=O)(=O)c2cc(/C=C/C(=O)O)cc(OC)c2OC)c1	-2	8	-2	-3	2	-7	-7	1
c1ccc(-c2cnc(CSc3nnc4ccccn34)o2)cc1	2	-76	-5	-9	7	14	-18	6
Cc1ccc(Cl)cc1NC(=O)CSc1sc2c(O)cc(=O)[nH]c2c1C#N	-8	31	-11	-1	-3	-3	6	9
COc1ccc(C(=O)/C=C(\C)NCc2ccc3c(c2)OCO3)cc1	1	-7	-2	-4	8	6	-1	-8
CC(NC(=O)CNC(=O)C(Cc1ccccc1)NC(=O)OCc1ccccc1)C(N)=O (configuration not stated)	-6	1	3	-3	10	-3	-5	10
Cc1ccc(N(C)S(=O)(=O)c2cccc(C(=O)OCC(=O)c3c(N)n(C)c(=O)n(C)c3=O)c2)cc1	14	2	-7	8	-3	-8	-5	12
COc1ccccc1N1CCN(C(=O)c2ccc3nc[nH]c3c2)CC1	5	8	-44	5	-8	-6	2	-5
COc1ccc(/C=C/C(=O)OCC(=O)Nc2ncc(Cl)cc2Cl)cc1	-17	-5	-3	-1	1	1	0	5
COc1ccc(-n2nc(C(=O)NCC(=O)NC3CCCC(C)C3C)c3ccccc3c2=O)c(OC)c1 (configuration not stated)	2	17	3	-3	-5	9	-5	6
O=C(COC(=O)/C=C/c1ccc(OC(F)F)cc1)Nc1cccc(S(=O)(=O)N2CCCC2)c1	-5	-4	28	-2	-6	-5	-16	16
CC(C)CC(=O)Nc1ccc2oc(-c3cccnc3)nc2c1	12	-52	-3	-5	2	22	-31	-7
CCn1ccnc1CN1CCC(n2nccc2NC(=O)c2ccccc2OC)CC1	-3	11	-6	-4	3	-4	-2	1
CCCCCC(=O)Nc1sc(C)c(C)c1C#N	14	66*	1	-2	-5	2	13	11
CCN(CC)S(=O)(=O)c1ccc(N2CCCCC2)c(NC(=O)/C(C#N)=C/c2ccc(OC)cc2)c1	3	16	42*	-1	-5	-9	26	12
CCOc1ccccc1NC(=O)CSc1nnc(Cn2c(=O)sc3ccccc32)n1C	2	-3	-1	-2	6	17	0	2
COc1ccc(C(=O)NNC(=O)C(=O)N2CCCCC2)cc1OC	2	-4	-2	-2	-1	1	-2	-6
COc1cccc(N2C(=O)CC(N3CCN(S(=O)(=O)c4ccccc4)CC3)C2=O)c1 (configuration not stated)	3	-5	-3	-4	-2	6	-14	-10
CCOC(=O)C1(CCOc2ccccc2)CCN(C(=O)CCSC)CC1	.	-18	3	.	2	.	3	8
CCOc1ccc(Oc2ccc(Cl)cc2NC(=O)CCNC(C)=O)cc1	4	0	-5	-2	-3	-18	-16	2
COc1ccccc1N/N=C(\C#N)C(=N)N1CCOCC1	-7	2	3	-3	-2	3	-7	10
COc1ccc(N(CC(=O)NC2CCCC2)S(=O)(=O)c2c(C)[nH]c(=O)[nH]c2=O)cc1	-5	-5	-1	-3	35*	-61	-7	7
COc1ccccc1C(=O)NC(=O)COC(=O)c1cc[n+]([O-])cc1	-10	-2	0	-4	-8	11	0	3
O=C(NCC1CCCCC1)c1ccco1	8	-1	19	-3	-1	17	-9	9
CCOc1ccc2oc(C(=O)OCC(=O)N(CC(C)C)c3c(N)n(Cc4ccccc4)c(=O)[nH]c3=O)c(C)c2c1	.	0	-8	.	0	.	-21	9
O=C(Nc1ccc(Cl)cc1C(=O)NCC1CCCO1)c1ccc(Cl)cc1Cl (configuration not stated)	-4	6	7	-3	2	-10	-5	4
Cc1ccc2nc(SCC(=O)Nc3cccnc3Cl)[nH]c2c1	10	-9	3	-4	-5	-5	-2	8
O=C(NCCc1ccccc1F)C1CCCN1S(=O)(=O)c1ccccc1 (configuration not stated)	1	3	-9	0	2	0	-14	6
COc1ccc(C(=O)Nc2nnc(S(=O)(=O)Cc3ccc(F)cc3)s2)cc1	6	-9	6	-2	3	-40	-10	5
COc1ccccc1/C=C/C(=O)NC(=S)NCC1CCCO1 (configuration not stated)	1	21	-6	-2	0	9	-4	-1
Cc1ccc(-n2nc(C)c3c(C)c(CCC(=O)NCCCOC(C)C)c(C)nc32)cc1	13	5	20	0	-1	10	-3	4
CC(=O)Nc1ccc(SCC(=O)Nc2ccccc2-c2ccccc2)cc1	1	-24	-2	0	5	-3	-3	-9
COc1ccc(S(=O)(=O)N2CCN(CC(=O)Nc3cc(Cl)ccc3Cl)CC2)cc1	-28	16	30	-3	-2	14	6	13
Clc1ccc(C(c2ccccc2)N2CCN(c3ccccn3)CC2)cc1 (configuration not stated)	4	6	21	-2	-10	5	4	26
O=C(NCCn1cccn1)c1ccc(OC2CCN(C(=O)C3CC3)CC2)cc1	6	6	-17	0	-10	-6	8	-6
O=C(COC(=O)c1cc(-c2ccccc2)nc2ccccc12)Nc1ccc2c(c1)OCO2	-5	-10	20	-2	9	6	6	9
COc1ccc(C2=NN(C(C)=O)C(c3cccs3)C2)cc1OC (configuration not stated)	1	7	-4	-3	3	-9	1	5

The results go on:
SMILES	UBC13 polyUb	Gli-Sufu antag	EBI2 antag	APJ ag	CXCR6 inh	APJ antag	ATG4B inh	CCR6 antag
COc1ccc(OC)c(NC(=O)NNC(=O)COc2ccc(F)cc2F)c1	0	-2	0	-3	7	11	7	6
NC(=S)NCc1cccnc1	-2	-4	12	-3	1	-4	-7	19
O=C(NCc1ccncc1)Nc1ccccc1F	10	-11	-11	-3	-2	-8	6	9
CCS(=O)(=O)N1CCC(C(=O)NC2CCCCCCC2)CC1	-5	2	-3	1	-9	0	7	13
Cc1ccnc(NC(=O)CCC(=O)N(CC(=O)NCCc2ccccc2)c2ccccc2F)c1	5	13	2	-2	5	14	-9	14
COc1cc(/C=N/n2nnnc2N)ccc1OCc1c(C)no[n+]1[O-]	32	0	11	-3	-19	11	-10	3
O=[N+]([O-])c1cccc(CN(CCO)Cc2ccccc2)c1	4	0	10	-6	6	4	2	17
O=C(COc1ccc(Cl)cc1Cl)OCn1nnc2ccccc2c1=O	2	-10	-1	-17	1	12	-5	-6
COc1cccc(N2CCN(c3ccc(S(=O)(=O)N4CCN(C)CC4)cc3[N+](=O)[O-])CC2)c1	5	12	11	2	4	13	-6	22
O=C(Cc1cccc2ccccc12)Nc1cc(Cl)ccc1C(=O)O	-1	-3	2	-1	9	-2	11	-4
CN1C(=O)/C(=C\c2ccco2)N=C1c1ccc(Cl)cc1Cl	-9	2	10	-2	10	-7	7	16
O=C(COc1ccccc1)OCC(=O)c1ccc(S(=O)(=O)N2CCCCC2)cc1	-1	-7	14	-7	42*	85*	0	68*
Cc1ccc(C(C)C)c(OCC(O)CN(C)Cc2ccccc2)c1 (configuration not stated)	16	16	-2	0	-2	5	-2	13
COc1c(Cl)cc(Cl)cc1/C=C/C(=O)c1ccc(NC(=O)c2cccs2)cc1	-8	-33	29	2	13	-21	14	31
O=C(O)c1cccc2c1C(=O)N(c1ccc3c(c1)Cc1ccccc1-3)C2=O	.	-3	-12	.	6	.	-1	6
CC(=O)OCCCn1c(C)[n+](C)c2cc(Cl)c(Cl)cc21	2	-22	-4	-3	0	-9	0	5
CCOc1ccc(/C=C2\SC(=S)N(CCC(=O)O)C2=O)cc1	0	19	-21	-1	4	2	20	16
COc1ccc(-c2csc(NCc3ccco3)n2)cc1	-14	-33	1	-2	10	19	-4	-2
O=C(NCc1ccco1)/C(=C\c1cccnc1)NC(=O)c1ccccc1F	-2	5	-4	0	-6	7	-2	1
COC(=O)CCN(C(=O)C12CC3CC(CC(C3)C1)C2)c1ccccn1	-14	1	-20	4	-8	-18	3	4
COc1ccc(OC)c(NC(=O)CN(C)CC(=O)Nc2ccccc2Br)c1	5	-16	0	-3	2	3	-3	8
COc1ccc(-c2nc(CS(=O)(=O)CC(=O)NCc3cccc(OC)c3OC)c(C)o2)cc1	-4	-2	1	-4	8	6	-26	10
CCS(=O)(=O)Nc1ccc(C2=NN(C(=O)c3ccco3)C(c3ccco3)C2)cc1 (configuration not stated)	-16	-10	-11	17	-2	-2	-5	0

Reprinted at random: 4 entries already listed
SMILES	UBC13 polyUb	Gli-Sufu antag	EBI2 antag	APJ ag	CXCR6 inh	APJ antag	ATG4B inh	CCR6 antag
O=C(NCc1ccco1)/C(=C\c1cccnc1)NC(=O)c1ccccc1F	-2	5	-4	0	-6	7	-2	1
CC(=O)OCCCn1c(C)[n+](C)c2cc(Cl)c(Cl)cc21	2	-22	-4	-3	0	-9	0	5
COc1ccc(OC)c(NC(=O)CN(C)CC(=O)Nc2ccccc2Br)c1	5	-16	0	-3	2	3	-3	8
CCS(=O)(=O)Nc1ccc(C2=NN(C(=O)c3ccco3)C(c3ccco3)C2)cc1 (configuration not stated)	-16	-10	-11	17	-2	-2	-5	0
